Screening data as filed in PubChem.
ULK1 inh: inhibitors of human ULK1 kinase | O75385 | AlphaScreen Atg13 phosphorylation by ULK1, luminescence | inhibition, % at 5.96 µM | hit rate 1.9% among 30,000 | AID 1259251; in the data active means inhibition above about 43%;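 further: 0% = median of compound wells and 100% = no enzyme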
Target sequence (O75385 whole entry, looked up): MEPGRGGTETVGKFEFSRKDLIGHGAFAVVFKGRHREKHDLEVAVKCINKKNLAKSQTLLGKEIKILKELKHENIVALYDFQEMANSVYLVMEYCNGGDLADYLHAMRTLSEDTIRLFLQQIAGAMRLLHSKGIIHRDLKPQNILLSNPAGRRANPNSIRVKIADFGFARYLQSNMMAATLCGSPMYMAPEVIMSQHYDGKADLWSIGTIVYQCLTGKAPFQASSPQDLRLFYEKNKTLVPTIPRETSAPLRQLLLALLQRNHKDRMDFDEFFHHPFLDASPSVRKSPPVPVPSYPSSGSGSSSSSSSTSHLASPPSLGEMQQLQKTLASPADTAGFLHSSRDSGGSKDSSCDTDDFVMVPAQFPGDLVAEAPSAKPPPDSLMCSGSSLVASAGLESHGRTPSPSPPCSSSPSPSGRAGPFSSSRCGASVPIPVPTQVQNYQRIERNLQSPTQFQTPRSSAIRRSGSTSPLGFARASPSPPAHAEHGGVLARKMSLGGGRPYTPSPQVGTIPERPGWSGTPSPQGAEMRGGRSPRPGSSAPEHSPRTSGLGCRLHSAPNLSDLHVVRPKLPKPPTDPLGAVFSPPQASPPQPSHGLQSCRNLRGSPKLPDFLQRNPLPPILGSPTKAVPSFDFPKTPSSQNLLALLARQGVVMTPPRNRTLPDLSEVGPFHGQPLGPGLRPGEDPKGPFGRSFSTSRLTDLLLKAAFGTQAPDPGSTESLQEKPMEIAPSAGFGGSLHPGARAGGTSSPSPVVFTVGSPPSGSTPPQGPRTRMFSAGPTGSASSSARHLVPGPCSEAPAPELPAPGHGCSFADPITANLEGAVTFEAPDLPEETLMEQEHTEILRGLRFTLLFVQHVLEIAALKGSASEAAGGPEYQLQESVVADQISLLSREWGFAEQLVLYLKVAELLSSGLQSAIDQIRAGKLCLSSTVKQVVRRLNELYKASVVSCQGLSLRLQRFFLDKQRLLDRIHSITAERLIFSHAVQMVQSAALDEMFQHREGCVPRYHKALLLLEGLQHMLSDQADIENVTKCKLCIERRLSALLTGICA
ASK1 inh: inhibitors of human ASK1 kinase | AlphaScreen MKK6 phosphorylation by ASK1, luminescence | AID 1159602 | inhibition, % at 7.44 µM | hit rate 0.99% among 22,000; in the data active means inhibition above about 35%;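 further: 0% = median of compound wells and 100% = no enzyme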
An asterisk follows results filed as active; i = inactive; . = not tested or not shown.

Order of values – ULK1 inh | ASK1 inh
COc1ccc(CCNc2ccnc(Nc3ncccn3)n2)cc1
  7 | -2
COc1cc(Nc2nc(-c3csc4ccccc34)nc3nc[nH]c23)cc(OC)c1OC
  -23 | 7
Cc1cc(NCCc2ccc(O)cc2)nc(NCc2cccnc2)n1
  -6 | 0
Cn1c(Nc2nc(Nc3ccc(N4CCOCC4)cc3)c3ncn(Cc4ccc(C(F)(F)F)cc4)c3n2)nc2ccccc21
  15 | 14
FC(F)(F)c1cccc(CNc2cc(-c3cccs3)ncn2)c1
  -12 | 8
Cc1ccc(-c2nn(CO)c(=S)o2)cc1
  -8 | .
CN1CCC(Oc2ccnc(C(=O)Nc3ccc4[nH]ncc4c3)c2)CC1
  -1 | -16
CCN(CC)c1nc(NCCCN2CCCC2=O)nc(Nc2ccc3ncccc3c2)n1
  -5 | 1
CC(=O)N1c2ccc(S(C)(=O)=O)cc2NC(=O)C1C (stereo unspecified)
  3 | .
OCCNc1nc(N2CCOCC2)nc2c1ncn2Cc1ccc(C(F)(F)F)cc1
  -13 | 4
COc1ccccc1NC(=O)Cn1c(=O)n(Cc2ccc(Cl)cc2)c(=O)c2ncccc21
  8 | .
Cc1cc(NC(=O)c2ccccc2F)n(-c2nc3c(c(=O)[nH]2)CCC3)n1
  12 | .
O=C(NCCN1CCOCC1)c1cccc(-c2n[nH]c3ccc(Nc4ccccc4Cl)cc23)c1
  -34 | -3
O=C(NCc1nc2ccccc2[nH]1)c1cncc(-c2csc3ccccc23)c1
  4 | -7
CN(C)C(=O)c1cc(-c2cn[nH]c2)ccc1NC(=O)C(N)c1ccc(Cl)cc1 (stereo unspecified)
  31 | 4
CCN(CC)c1nc(NCCOc2ccccc2)nc(Nc2ccc(C(F)(F)F)cc2)n1
  0 | 4
COc1cc2nc(N3CCOCC3)nc(N)c2cc1OC
  -3 | 7
O=C(NCc1ccccc1)c1ccnc(Nc2ccc3ncccc3c2)c1
  3 | -4
c1nc(Nc2ccc(N3CCOCC3)cc2)cc(-c2ccc(N3CCOCC3)nc2)n1
  -2 | 6
CN(C)C(=O)C1CCC(Nc2ccc3[nH]ncc3c2)CC1 (stereo unspecified)
  -3 | -6
CC(C)N(CCNc1nc(Nc2ccc3ncccc3c2)nc2c1ncn2-c1ccsc1)C(C)C
  15 | 22
c1cnc(Nc2nc(Nc3ccc(N4CCOCC4)cc3)c3ncn(C4CCCCC4)c3n2)nc1
  2 | -2
c1ccc2c(-c3nc4ncnc(NC5CC5)c4[nH]3)csc2c1
  -15 | 5
Cc1nn(S(=O)(=O)c2ccc3ccccc3c2)c(C)c1S(=O)(=O)N1CCCC(C)C1 (stereo unspecified)
  -30 | .
O=C1CCCN1CCn1cnc2c(Nc3ccc(Oc4ccccc4)cc3)nc(Nc3ncccn3)nc21
  8 | 22
CN(C)c1cccc(Nc2nc(C(=O)NCCCN3CCCC3=O)cs2)c1
  0 | -14
COc1cccc(CNC(=O)Nc2cc(F)c(-c3cn[nH]c3)cc2OCCCO)c1
  -26 | -6
O=C(NCCCN1CCCC1=O)c1csc(-c2ccc(N3CCOCC3)nc2)n1
  6 | 7
COc1ccc(CCNC(=O)c2ccnc(NC3CCN(Cc4ccccc4)CC3)c2)cc1
  0 | 8
COc1cc(/C=N/NC(=O)c2cc(C)[nH]n2)ccc1OC(=O)c1ccc2c(c1)OCO2
  -6 | .
O=C(NC1CCN(Cc2ccccc2)CC1)c1ccnc(Nc2ccccn2)c1
  -11 | -8
Cc1cnc(-c2ccc(C(N)=O)cc2)nc1NC1CC1
  -5 | -13
CC(=O)Nc1ccc(Nc2nc(Cl)nc3c2ncn3CCN2CCCC2=O)cc1
  8 | -1
O=C(NCc1cccnc1)C1CCN(c2ccc(Nc3ccccc3)nn2)CC1
  1 | 0
NC(=O)Cc1cn(-c2ccc(N3CCOCC3)nn2)c2ccccc12
  8 | 9
O=C(NCCOc1ccccc1)c1cccc(Nc2ccc3ncccc3c2)n1
  -17 | -17
COc1ccc(-c2nc(C(=O)Nc3cc(OC)c(OC)c(OC)c3)cs2)cc1
  6 | 21
O=C(NCc1cc(F)cc(F)c1)c1cn2cc(-c3cn[nH]c3)ccc2n1
  3 | -8
O=C(Nc1ccc(-c2ncn[nH]2)cc1)c1cc(-c2ccccc2)n[nH]1
  -10 | -7
COc1ccc(-c2nc(C)cc(NCc3cccc(C(F)(F)F)c3)n2)cn1
  -10 | -22

An excerpt from above in order of the ULK1 inh value, ascending.
Molecule | ULK1 inh | ASK1 inh
O=C(NCCOc1ccccc1)c1cccc(Nc2ccc3ncccc3c2)n1 | -17 | -17
COc1ccc(-c2nc(C)cc(NCc3cccc(C(F)(F)F)c3)n2)cn1 | -10 | -22
CC(=O)Nc1ccc(Nc2nc(Cl)nc3c2ncn3CCN2CCCC2=O)cc1 | 8 | -1

Continuation.
Order of values – ULK1 inh | ASK1 inh
c1ccc(CN2CCC(c3nc(-c4cnccn4)no3)CC2)cc1
  -1 | .
COC(CNc1cc(-c2ccccn2)nc(-c2ccncc2)n1)OC
  -8 | .
CCOC(=O)/C(=N\OC)c1csc(N)n1
  -20 | .
COc1cccc(CNC(=O)Nc2ccc(-c3cn[nH]c3)cc2N(C)C)c1
  11 | -6
CC(C)n1c(-c2ccc(N3CCN(C)CC3)cc2)nc2c(NCCCN3CCCC3=O)ncnc21
  3 | -2
c1ccc(Nc2cc(-c3ccnc(Nc4ccccc4)c3)ccn2)cc1
  -10 | 1
O=C(O)CS(=O)(=O)c1ccc(Oc2ccc(S(=O)(=O)CC(=O)O)cc2)cc1
  -16 | .
CCOc1c(C)cnc2c1c(=O)n(CC(=O)Nc1ccc(CC)cc1)c(=O)n2C
  -2 | .
NC[C@H]1O[C@H](O[C@H]2[C@H](O)[C@@H](O[C@H]3O[C@H](CO)[C@@H](O)[C@H](N)[C@H]3O)[C@H](N)C[C@@H]2N)[C@H](N)C[C@@H]1O
  -12 | .
c1ccc2c(Nc3nc(NC4CC4)c4ncn(C5CCCCC5)c4n3)nccc2c1
  39 | -23
COc1ccccc1Nc1ccc2c(cnn2-c2cccc(C(=O)NCCN3CCOCC3)c2)c1
  -26 | 20
CC(NC(=S)c1cccnc1)c1ccccc1 (stereo unspecified)
  -14 | .
Cc1ccc(S(=O)(=O)NC2OC(=O)C(Oc3ccccc3)=C2Br)cc1 (stereo unspecified)
  16 | .
C[Si](C)(C)CCOCn1nc(-c2cccc(C(=O)NCCN3CCOCC3)c2)c2cc(Nc3ccccc3Cl)ccc21
  -21 | 8
COc1cc(Nc2nc(N)c3ncn(Cc4ccc(C(F)(F)F)cc4)c3n2)cc(OC)c1OC
  -25 | -1
CC(=O)Nc1ccc(NC(=O)c2cccc(-c3ccc(N4CCOCC4)nc3)n2)cc1
  -4 | -11
CN(C)CCOc1cc(-c2cn[nH]c2)c(F)cc1NC(=O)[C@@H]1Cc2ccccc2CN1
  17 | 7
N#CCC(=O)N/N=C/c1ccc(-c2cccc([N+](=O)[O-])c2)o1
  -8 | .
CC(C)N(CCNc1nc(NCc2cccnc2)nc2c1ncn2-c1ccsc1)C(C)C
  7 | -12
Cn1c(Nc2nc(NCc3ccccc3)c3ncn(CCN4CCCC4=O)c3n2)nc2ccccc21
  10 | 0
COc1ccc(-c2nc(NCc3ccccc3)c3ncn(-c4ccccc4)c3n2)cn1
  6 | 2
COc1ccc(CCNc2nc(-c3cccc(N)c3)nc3c2ncn3-c2ccsc2)cc1
  -4 | -3
O=C1CCCN1CCCNc1ccnc(Nc2ccc(C(F)(F)F)cc2)n1
  6 | -9
CC(C)N(CCNc1cc(NCc2cccnc2)nc(N)n1)C(C)C
  -3 | -7
CCN(CC)C(=O)C(=O)N/N=C/c1ccc(OC)cc1OC
  3 | .
Oc1ccccc1
  -1 | .
COc1cc2nc(N3CCc4ccccc4C3)nc(N)c2cc1OC
  -19 | -5
NC(C(=O)N1CCC(OC(=O)Nc2ccncc2)CC1)c1ccc(Br)cc1 (stereo unspecified)
  -10 | -12
COc1cc(C)c(Cl)cc1S(=O)(=O)Nc1ccc(-c2cn3ccc(C)nc3n2)cc1
  -26 | .
COc1ccc(CCNC(=O)c2cc(NCCN3CCOCC3)nc3ccccc23)cc1
  -5 | -13
CN1CCC(N(CCN2CCOCC2)C(=O)CCC(=O)O)CC1
  4 | .
Cc1cnc(N2CCN(c3ccccn3)CC2)nc1N
  4 | 6
CCN(CC)C(=O)C1CCCN(c2nc(NCCN3CCOCC3)c3ncn(CCN4CCCC4=O)c3n2)C1 (stereo unspecified)
  5 | 7
O=c1[nH]cnc2c1ncn2[C@H]1CC[C@@H](CO)O1
  -7 | .
Cc1nn(C)c(C)c1-c1cc(NCc2cccnc2)ncn1
  35 | -20
COc1ccc(CCNC(=O)c2cccc(Nc3ccccc3)n2)cc1
  -27 | -16
c1cncc(CNc2ncnc3nc(Nc4ccc(N5CCOCC5)cc4)[nH]c23)c1
  17 | -10
C/C(CC(=O)Nc1ccccc1C(F)(F)F)=N\NC(=O)c1ccc(F)cc1
  8 | .
COc1ccc(CCNc2nc(N3CCN(Cc4ccc5c(c4)OCO5)CC3)nc3c2ncn3C(C)C)cc1
  -9 | 29
O=C(Cc1cn(-c2ccc(Nc3ccncn3)nn2)c2ccccc12)NCCCN1CCCC1=O
  12 | -4
CC(C)N(CCNC(=O)c1csc(-c2ccc(N3CCOCC3)nc2)n1)C(C)C
  12 | -2
CC(=O)c1cccc(-c2nc(NCCc3ccc(O)cc3)c3ncn(C(C)C)c3n2)c1
  -15 | 4
COc1ccccc1COC(=O)Nc1ccc(-c2cn[nH]c2)cc1
  -1 | 8
O=C1c2ccc(Br)cc2C(=O)N1c1ccc(Cl)cc1[N+](=O)[O-]
  0 | .
N#Cc1cccc(-c2ccnc(Nc3ccc(S(N)(=O)=O)cc3)n2)c1
  32 | 14
Cc1noc(C)c1-c1cccc(C(=O)NCCCN2CCCC2=O)c1
  -15 | -7
CN(Cc1ccccc1)c1ncc(-c2cccs2)cn1
  -6 | .
Nc1nccc(-c2ccc3nc(C4COc5ccc(C(=O)NCCc6cccs6)cc5C4)[nH]c3c2)n1 (stereo unspecified)
  i | -47
COc1ccc(CCNC(=O)C2CCN(c3ccc(Nc4ccc(N5CCOCC5)cc4)nn3)CC2)cc1
  2 | 2
Cc1nn(C)c(C)c1-c1nc(NCc2cccnc2)c2ncn(-c3ccsc3)c2n1
  33 | -32

(cont.)
Order of values – ULK1 inh | ASK1 inh
OCCNc1ccnc(N2CCC(N3CCOCC3)CC2)n1
  6 | -6
Cc1ccc(-c2cncc(-c3cc(NCCCn4ccnc4)nc(C)n3)c2)cc1
  6 | .
O=C(COc1ccc(Cl)cc1)NNC(=O)COc1ccc2ccccc2c1
  4 | .
CC(C)(C)CC(C)(C)c1ccc(OCCOCC[N+](C)(C)Cc2ccccc2)cc1
  -28 | .
Cc1nn(C)c(C)c1-c1nc(NCCc2ccc(O)cc2)c2ncn(C3CCCCC3)c2n1
  -12 | -3
O=C1CCCN1CCn1cnc2c(NCc3cccc(C(F)(F)F)c3)nc(Nc3ccc(C(F)(F)F)cc3)nc21
  -18 | -5
CC(C)N(CCNc1ncnc2nc(-c3cccc(N)c3)[nH]c12)C(C)C
  12 | 4
c1ccc(CN2CCC(Nc3nc(NCc4cccnc4)nc4c3ncn4-c3ccsc3)CC2)cc1
  -4 | -13
O=C1CCCN1CCn1cnc2c(Nc3ccccc3)nc(-c3csc4ccccc34)nc21
  -20 | -1
c1ccc(Nc2nc3ncnc(NCc4cccnc4)c3[nH]2)cc1
  28 | 0
Cc1ccccc1NCn1nnc2ccccc21
  -3 | .
CCCNc1cc(C)nc(Nc2cccc(N(C)C)c2)n1
  6 | 1
COc1ccccc1C(=O)NNC(=O)C(=O)Nc1ccccc1
  11 | .
COc1cc(-c2cn[nH]c2)cc2c(=O)[nH]c(C(N)c3cccc(Cl)c3)nc12 (stereo unspecified)
  -11 | 15
CC1=NN(c2ccccc2)C(=O)/C1=C/c1ccc([N+](=O)[O-])cc1
  17 | .
CCN(CC)C(=O)C1CCCN(c2nccc(NCCc3ccc(OC)cc3)n2)C1 (stereo unspecified)
  -6 | 2
CC(C)n1cnc2c(NC3CC3)nc(Nc3ccc(N4CCOCC4)cc3)nc21
  20 | -3
O=C(Cc1cn(-c2ccc(N3CCC(N4CCOCC4)CC3)nn2)c2ccccc12)NCc1ccccc1
  3 | 0
CC(=O)Nc1ccc(NC(=O)c2cncc(-c3cccs3)c2)cc1
  8 | 6
CCOc1cc([N+](=O)[O-])cc(C=Nc2ccc(N3CCN(CCO)CC3)cc2)c1O
  27 | .

Reprinted from the part before: 7 compounds, followed by the next part.
Order of values – ULK1 inh | ASK1 inh
COc1cc(-c2cn[nH]c2)cc2c(=O)[nH]c(C(N)c3cccc(Cl)c3)nc12 (stereo unspecified)
  -11 | 15
CC1=NN(c2ccccc2)C(=O)/C1=C/c1ccc([N+](=O)[O-])cc1
  17 | .
CCN(CC)C(=O)C1CCCN(c2nccc(NCCc3ccc(OC)cc3)n2)C1 (stereo unspecified)
  -6 | 2
CC(C)n1cnc2c(NC3CC3)nc(Nc3ccc(N4CCOCC4)cc3)nc21
  20 | -3
O=C(Cc1cn(-c2ccc(N3CCC(N4CCOCC4)CC3)nn2)c2ccccc12)NCc1ccccc1
  3 | 0
CC(=O)Nc1ccc(NC(=O)c2cncc(-c3cccs3)c2)cc1
  8 | 6
CCOc1cc([N+](=O)[O-])cc(C=Nc2ccc(N3CCN(CCO)CC3)cc2)c1O
  27 | .
Nc1nc(NC2CC2)cc(-c2ccccc2)n1
  -6 | -25
CCN(CC)C(=O)C1CCCN(c2nc(Nc3ccc(NC(C)=O)cc3)c3[nH]cnc3n2)C1 (stereo unspecified)
  -6 | -4
CN(C)CCOc1cc(-c2cn[nH]c2)ccc1NC(=O)C1COc2ccc(C(=O)NCCc3cnc[nH]3)cc2C1 (stereo unspecified)
  23 | 5
O=C(CCc1ccccc1)Nc1nnc2n1CCCS2
  2 | .
N#CCC(=O)N/N=C/c1cccc(OC2CSC2)c1
  9 | .
CC(NC(=O)Nc1cccc(Cl)c1)C1CC2CCC1C2 (stereo unspecified)
  -6 | .
Cn1nccc1Nc1nccc(Nc2ccc3c(c2)OCO3)n1
  2 | 16

An unsorted share of the library, and some 3% of all compounds hit somewhere here.
